SMARCA2 activ: increases SMARCA2 function in MMTV reporter cells; 1% of 370,000 active; MG213 cells, MMTV-luciferase reporter, dexamethasone, overnight; activation, % at 9.1 µM; AID 652017; in the data active means activation above about 7.8%;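 further: 0% = vehicle wells and 100% = reference activator wells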
NPR1 activator: GC-A (human) enzyme activation | P16066 | activation, % at 10 µM | 0.14% of 370,000 active | HEK293 GC-A cells, cGMP TR-FRET, EC30 ANP; 0% at EC30 ANP, 100% saturating ANP; in the data active means activation above about 40%
DAX1 inh-1: inhibitors of human orphan nuclear receptor DAX1 (NR0B1); HEK293 Gal4-DAX1 luciferase reporter, luminescence; AID 504766; 0.99% of 340,000 active; inhibition, % at 6.75 µM;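 active means inhibition above the mean over all tested compounds plus 3 SD, cut at about 4.2% in these data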;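 further: 0% = DAX1-transfected cells with DMSO and 100% = empty-vector control cells with DMSO; inhibition shows as a rise in luminescence from relieved DAX1 repression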
DAX1 inh-2: DAX1 (NR0B1) inhibition, primary screen; HEK293T StAR-luciferase reporter, SF-1/DAX-1 repression relief; inhibition, % at 6.8 µM; 1.1% of 370,000 active; AID 652010;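 active means inhibition above the mean over all tested compounds plus 3 SD, cut at about 3.6% in these data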;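 further: 0% = DAX-1 cells with DMSO and 100% = cells lacking DAX-1 with DMSO; higher inhibition means more luminescence from relief of DAX-1 repression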
ADAM10 inh: inhibits human ADAM10. O14672. recombinant ADAM10, EDANS/DABCYL FRET peptide cleavage, 3 h. 0.62% of 370,000 active. inhibition, % at 7 µM;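 active means inhibition above a per-campaign cutoff equal to the mean of compounds falling between control-based bounds plus 3 SD, cut at about 20% in these data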;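 further: 0% = DMSO wells while the 100% control is not disclosed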
Target sequence (O14672 214-748 limits assumed): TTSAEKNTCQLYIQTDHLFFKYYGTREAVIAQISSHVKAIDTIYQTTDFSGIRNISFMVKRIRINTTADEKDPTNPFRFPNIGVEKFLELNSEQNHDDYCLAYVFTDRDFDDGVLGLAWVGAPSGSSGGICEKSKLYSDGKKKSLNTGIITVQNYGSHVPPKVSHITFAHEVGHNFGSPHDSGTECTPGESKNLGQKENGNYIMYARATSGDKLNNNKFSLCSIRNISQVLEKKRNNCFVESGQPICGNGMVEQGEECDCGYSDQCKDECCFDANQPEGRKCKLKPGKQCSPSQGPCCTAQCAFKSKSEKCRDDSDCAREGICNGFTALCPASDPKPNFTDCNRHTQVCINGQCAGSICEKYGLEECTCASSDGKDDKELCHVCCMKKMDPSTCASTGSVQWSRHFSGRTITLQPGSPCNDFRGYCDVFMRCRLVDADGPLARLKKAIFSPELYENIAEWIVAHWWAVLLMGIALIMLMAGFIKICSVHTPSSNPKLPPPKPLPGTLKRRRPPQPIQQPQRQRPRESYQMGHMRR
FXN GAA850 act: increases GAA850 frataxin promoter reporter activity; AID 540364; 0.56% of 360,000 active; activation, % at 6 µM; HEK293 lucGAA850 FXN promoter luciferase reporter, 24 h; percent of 10 µM SAHA response;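 active means activation above the average of all compounds screened plus 3 SD, cutoff fixed separately per campaign, cut at about 7.5% in these data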;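 further: 0% = DMSO wells and 100% = 10 µM SAHA wells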
hgDAF12 agonist: hgDAF-12 agonism, primary luciferase screen; 1.8% of 370,000 active; HEK293 GAL4-hgDAF12 UAS-luciferase reporter, agonist luminescence; normalized to butyrate control; activation, % at 6.8 µM; AID 687014;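 active means activation above a cutoff set at the mean of all screened compounds plus 3 SD, cut at about 10% in these data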;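 further: 0% = DMSO wells and 100% = sodium butyrate wells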
sPLA2-III inh: Blocks human group III sPLA2 activity. inhibition, % at 12.2 µM. Q9NZ20. AID 743126. 0.56% of 370,000 active. QFRET BODIPY PC-A2 liposome hydrolysis, fluorescence;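 active means inhibition above mean plus 3 SD of compounds lying within the high and low control bounds, cut at about 19% in these data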;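 further: 0% = median of test compound wells and 100% = no enzyme DMSO wells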
Target sequence (Q9NZ20 whole entry, looked up): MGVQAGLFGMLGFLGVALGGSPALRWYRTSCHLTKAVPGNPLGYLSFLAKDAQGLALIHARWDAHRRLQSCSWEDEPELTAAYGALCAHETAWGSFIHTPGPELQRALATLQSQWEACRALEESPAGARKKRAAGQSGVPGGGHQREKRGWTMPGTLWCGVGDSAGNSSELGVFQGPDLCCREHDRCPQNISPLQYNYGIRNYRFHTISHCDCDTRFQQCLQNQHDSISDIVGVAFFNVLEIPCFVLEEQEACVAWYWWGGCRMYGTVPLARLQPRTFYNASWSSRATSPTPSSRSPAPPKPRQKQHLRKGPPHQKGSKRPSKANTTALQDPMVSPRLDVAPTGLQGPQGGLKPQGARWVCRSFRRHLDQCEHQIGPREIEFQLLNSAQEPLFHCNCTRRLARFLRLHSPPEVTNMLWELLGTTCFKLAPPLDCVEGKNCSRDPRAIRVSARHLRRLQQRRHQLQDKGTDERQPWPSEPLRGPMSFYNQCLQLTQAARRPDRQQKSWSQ
hcDAF-12 act: activators of H. contortus DAF-12 nuclear receptor. HEK293 hcDAF-12 lit1-tk-luc reporter, luminescence; 0% DMSO, 100% Δ7-dafachronic acid. activation, % at 6.8 µM. 1.4% of 370,000 active;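 active means activation above the mean of all tested compounds plus 3 SD, cut at about 5.5% in these data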;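 further: 100% = response to 3 µM Δ7-dafachronic acid high control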
NPR2 activator: GC-B (human) receptor activation; HEK293-GC-B cells, CNP EC30, cGMP TR-FRET; 0% at EC30 CNP, 100% saturating CNP; P20594; 0.11% of 370,000 active; activation, % at 10 µM;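 active means activation at 10 µM reaching about 35% in either raw or pattern-adjusted values, limit read from the data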
ssDAF12 agonist: activates DAF-12 receptor from parasite S. stercoralis; 1% of 370,000 active; HEK293 ssDAF-12/GRIP1 lit1-tk-luc reporter, luminescence; % of 3 µM dafachronic acid response; activation, % at 6.8 µM;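 active means activation above the mean over all tested compounds plus 3 SD, cut at about 0.9% in these data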;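 further: 0% = DMSO-only wells and 100% = 3 µM delta7-dafachronic acid wells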
Active calls of the source: *; . = not tested or not shown.

#	compound	SMARCA2 activ	NPR1 activator	DAX1 inh-1	DAX1 inh-2	ADAM10 inh	FXN GAA850 act	hgDAF12 agonist	sPLA2-III inh	hcDAF-12 act	NPR2 activator	ssDAF12 agonist
1	Cc1nc(-c2cc(C#N)c(=O)[nH]c2C)cs1	-3.1	-9.4	1.5	0.5	-223.4	1.8	-0.3	11.5	0.5	0.8	-0.2
2	C[C@@H]1CN([C@@H](C)CO)C(=O)c2cc(C#Cc3ccccc3)cnc2O[C@H]1CN(C)C(=O)c1ccccc1F	-2.3	4.1	0.7	-1.1	-6.2	-1.9	3.0	-2.5	-0.4	-1.4	-1.7
3	CCn1cnc2cc(NCc3cccs3)ccc21	-1.0	-4.5	-0.9	0.8	-19.5	5.3	0.5	3.8	1.8	-1.2	-0.9
4	COc1cccc(OC)c1C(=O)Nc1cccc(-c2ccc(N3CCOCC3)nn2)c1	3.7	-1.7	3.0	5.1*	-6.5	4.0	13.9*	1.5	1.8	0.5	-0.6
5	CCOC(=O)N1CCN(C(=O)CSCc2ccccc2Cl)CC1	0.3	0.7	0.7	0.4	-1.1	3.5	4.6	5.6	1.8	4.2	-1.2
6	CCOC(=O)N1CCN(S(=O)(=O)c2ccc(C(=O)NNc3nc4c(C)cc(C)cc4s3)cc2)CC1	-0.8	5.5	.	-4.4	15.9	-2.0	-7.1	59.7*	0.6	-2.1	-0.8
7	COc1ccc(NS(=O)(=O)c2cc(NC(=O)c3cnccn3)ccc2N2CCCC2)cc1	-2.3	-5.0	1.1	0.5	5.3	4.1	3.9	3.1	-1.6	-6.0	-0.9
8	Cc1ccccc1C(=O)Nc1ccc(C(=O)N/N=C/c2ccc(O)c(Br)c2)cc1	-2.1	-0.1	-0.7	-0.1	-0.4	-1.3	0.1	-3.6	-0.8	-3.1	-0.6
9	CCN(CC)c1ncnc2ccc(Br)cc12	-3.6	-27.7	-0.5	-1.2	-10.0	-4.7	3.0	1.8	-1.6	-7.3	-2.1
10	CC(C)(C)c1cc(CN2CCN(CCC#N)CC2)cc(C(C)(C)C)c1O	-1.7	1.1	-1.0	-0.6	0.5	1.2	-1.8	18.9	-1.1	2.1	-1.4
11	O=C(CN1C(=O)CSC1=O)Nc1ccccc1F	-2.4	1.9	0.0	-0.2	4.1	0.8	-2.8	-3.2	-1.3	7.4	-1.2
12	O=C(C1CC(=O)N(c2ccc3c(c2)OCCO3)C1)N1CCN(Cc2ccccc2F)CC1 (stereo unspecified)	5.6	-0.7	-0.4	-1.4	2.8	1.0	-2.4	-1.1	-1.2	-8.1	-1.3
13	COc1ccccc1/C=C1\SC(=S)N(CCC(=O)NCCc2ccc(O)cc2)C1=O	-2.4	-7.3	-0.7	-0.2	-5.6	-1.7	-1.2	-2.2	-2.7	-0.9	-0.9
14	Cn1cnc(S(=O)(=O)N2CCN(c3cccc(C(F)(F)F)c3)CC2)c1	-0.8	-0.6	0.0	-1.0	5.5	0.4	-1.1	0.8	-2.6	4.6	-1.2
15	CCSC(=Nc1ccccc1)C1=C(O)COC1=O	1.0	4.1	0.9	0.5	-0.2	-1.2	0.3	6.8	-0.4	1.0	-0.8
16	Cc1ccc(Cl)cc1NC(=O)CN1CCOCC1	-2.6	-3.0	0.3	0.0	-1.8	0.0	-0.5	5.6	0.5	1.9	-1.1

One compound at a time (already shown).
Cc1nc(-c2cc(C#N)c(=O)[nH]c2C)cs1 as listed: SMARCA2 activ = -3.1; NPR1 activator = -9.4; DAX1 inh-1 = 1.5; DAX1 inh-2 = 0.5; ADAM10 inh = -223.4; FXN GAA850 act = 1.8; hgDAF12 agonist = -0.3; sPLA2-III inh = 11.5; hcDAF-12 act = 0.5; NPR2 activator = 0.8; ssDAF12 agonist = -0.2
CCSC(=Nc1ccccc1)C1=C(O)COC1=O as listed: SMARCA2 activ = 1.0; NPR1 activator = 4.1; DAX1 inh-1 = 0.9; DAX1 inh-2 = 0.5; ADAM10 inh = -0.2; FXN GAA850 act = -1.2; hgDAF12 agonist = 0.3; sPLA2-III inh = 6.8; hcDAF-12 act = -0.4; NPR2 activator = 1.0; ssDAF12 agonist = -0.8

Later entries
#	compound	SMARCA2 activ	NPR1 activator	DAX1 inh-1	DAX1 inh-2	ADAM10 inh	FXN GAA850 act	hgDAF12 agonist	sPLA2-III inh	hcDAF-12 act	NPR2 activator	ssDAF12 agonist
17	C=C(C)Cn1c(-c2cccc([N+](=O)[O-])c2)n[nH]c1=S	-0.4	-0.6	-0.2	-0.2	-1.6	0.1	4.4	9.6	-0.9	-1.3	-2.1
18	COc1cc(C(=O)NNC(=O)CSc2nnc3ccccn23)cc(OC)c1OC	-2.4	0.5	-0.2	0.4	-2.9	1.1	1.2	8.5	-0.1	4.8	-1.5
19	COc1ccc(Cl)c(NC(=O)NCCN2CCN(c3ccccc3)CC2)c1	0.5	-3.5	-0.2	-0.2	1.1	1.3	-0.9	-3.3	-1.3	-5.3	-1.4
20	O=C(Nc1cccnc1)c1ccc(Cl)c([N+](=O)[O-])c1	1.6	-2.7	-0.3	0.0	1.1	0.8	0.9	-0.3	-1.8	0.2	0.0
21	COc1ccc(C(C)(C)C)cc1NC(=O)c1ccc2c(c1)SC1=NS(=O)(=O)CCN12	1.9	1.7	2.4	-0.6	-6.2	2.4	-1.1	-2.7	-1.8	5.2	-1.4
22	CCOC(=O)N1CCN(C(=O)CSCc2nc(-c3ccccc3C)oc2C)CC1	-3.4	-7.6	-0.9	-0.8	2.7	-0.2	-3.5	-0.4	-1.9	1.0	-1.6
23	COc1ccc(/C(C)=N/NC(=O)c2sccc2-n2cccc2)cc1	-6.3	-6.3	-1.7	1.4	-13.0	2.5	1.8	8.0	-1.6	-9.7	-1.6
24	CNc1nc(N)c([N+](=O)[O-])c(NCCO)n1	2.9	3.9	-0.1	-0.3	4.3	4.1	3.5	-0.5	-1.2	-1.6	-1.2
25	CCOC(=O)c1ccc(NC(=O)COc2ccccc2CNCCc2ccccc2)cc1	-2.3	-17.4	2.2	-1.2	2.6	-4.2	1.5	-24.1	1.0	-10.3	-0.7
26	COc1ccc(-c2ccc(-c3nnn(CC(=O)N4CCOCC4)n3)cc2)cc1	4.2	4.5	1.2	0.0	-5.0	4.2	4.1	2.9	1.7	-2.9	-1.6
27	CN1C(=O)c2cc(NC(=O)Nc3ccc(F)c(F)c3)ccc2OC[C@H]2O[C@@H](CC(=O)O)CC[C@H]21	-5.6	1.4	.	-0.5	-8.8	.	-0.6	7.3	0.9	6.3	-0.2
28	CC1CCCN(C(C(=O)Nc2ccc3c(c2)OCCO3)c2ccccc2)C1 (stereo unspecified)	-2.5	-2.9	-0.2	0.4	9.8	-0.8	-2.0	-1.4	-1.4	-4.0	-1.1
29	COc1ccccc1N1CCN(C(=O)C(Sc2ccccc2)c2ccccc2)CC1 (stereo unspecified)	-0.5	-9.5	-0.8	-0.5	7.1	-2.8	-1.5	-7.8	-1.3	-9.9	-1.6
30	O=C(COc1ccccc1-c1ccccc1)NNC(=O)NC1CCCCC1	3.2	-4.4	-0.5	-0.8	8.3	-1.7	-3.1	-49.0	-2.1	-1.8	-0.9
31	O=[N+]([O-])c1cc2c(cc1CN1CCN(c3ccc(F)cc3)CC1)OCO2	-0.4	3.0	0.9	-0.5	6.8	1.1	-1.8	3.4	-1.7	8.7	-1.9
32	Cc1ccc2[nH]c(=O)c(-c3nc4c(C)cccn4c3NCc3ccco3)cc2c1	0.1	-2.3	0.1	0.4	-3.2	-0.9	0.1	4.9	1.2	-1.5	-0.3
33	C/C(=N/Nc1ccccc1[N+](=O)[O-])c1ccc(C)c([N+](=O)[O-])c1	2.2	-2.5	0.8	-0.1	4.8	-0.7	0.6	1.2	4.7	-10.4	-0.1
34	O=C(CCC1CCCN(C2C3CC4CC(C3)CC2C4)C1)NCc1ccc(F)c(F)c1 (stereo unspecified)	-2.2	-7.3	-0.8	0.5	5.2	2.9	-0.2	-1.6	2.6	-2.8	-1.4
35	CN1C(=O)NC(c2ccccc2[N+](=O)[O-])C2=C1CC(C)(C)CC2=O (stereo unspecified)	-1.5	4.0	-0.5	-1.0	-11.4	0.9	-3.1	-2.1	-1.5	3.7	-0.5
36	CCN(CC)CCN(C(=O)Cn1nnc(-c2ccc(OC)c(OC)c2)n1)C(C(=O)NC1CCCC1)c1ccc(F)cc1 (stereo unspecified)	0.7	1.8	-0.9	0.1	-15.8	0.4	-0.9	-1.8	-1.6	-5.1	-1.5
37	CCS(=O)(=O)NC(C)C(c1cccs1)N1CCN(c2ccc(OC)cc2)CC1 (stereo unspecified)	3.5	4.6	-1.2	-0.5	1.6	-0.5	1.8	10.5	0.7	2.5	-1.3
38	CC(C)C(=O)NCCCc1ccccc1	0.8	2.7	1.4	0.0	6.7	-1.1	0.3	5.9	1.2	1.2	-0.8
39	O=C(CCl)NCCCN(C(=O)C(Cl)Cl)c1ccc([N+](=O)[O-])cc1	-2.6	-0.7	-2.1	-1.3	11.5	-0.2	-2.8	0.4	-0.3	2.9	-1.7
40	O=C(NCCN1CCN(c2ccccc2)CC1)c1ccc(NC(=O)C2CCCO2)cc1 (stereo unspecified)	-0.2	1.7	-0.5	-0.4	-4.3	-0.9	2.5	-1.1	-0.8	-2.2	-1.2
41	O=C(NCCN1C(=O)C2C3C=CC(C3)C2C1=O)NCc1ccccc1 (stereo unspecified)	-1.2	-1.5	2.3	-1.8	-8.9	-0.1	-1.7	-0.8	0.4	1.8	-1.6
42	Cn1ccc2ccc(-c3ccc4c(c3)[C@]3(CCC[C@@H](OCc5ccccc5)[C@@H]3NC(=O)CCc3ccccc3)C(=O)N4Cc3ccccc3)cc21	-4.1	-1.1	.	-0.1	-1.9	.	-0.8	10.6	-1.8	-3.3	-1.5
43	Cc1cccc(CCNC(=O)c2cccc(N3CCCC3=O)c2)c1	2.2	3.8	0.6	7.3*	-0.7	5.8	11.3*	5.8	7.4*	-1.8	-0.1
44	CCOC(=O)C(C)N1CC(=O)N(c2ccccc2)C1=O (stereo unspecified)	-1.5	-0.8	-0.6	-0.2	-1.1	-0.7	1.6	-3.6	-0.8	-1.0	-1.5

High-throughput results deposited in PubChem by several laboratories.
